Assay outcomes (PubChem BioAssay)
15-hLO-2 inh: inhibitors of human 15-lipoxygenase 2 (ALOX15B) | O15296 | actives 0.56% (n = 110,000) | purified 15hLO-2, xylenol orange hydroperoxide absorbance | AID 881 | Potency, µM (highest dose often 57.1 µM), inactives show top-dose activity change, negative = inhibition, most hits filed as inhibitors; further: potency means the concentration at half of the fitted maximal effect; nearly all actives have a fitted effect of over 60% in size; many of its hits are not listed in these tables
Target sequence (O15296 whole entry, looked up): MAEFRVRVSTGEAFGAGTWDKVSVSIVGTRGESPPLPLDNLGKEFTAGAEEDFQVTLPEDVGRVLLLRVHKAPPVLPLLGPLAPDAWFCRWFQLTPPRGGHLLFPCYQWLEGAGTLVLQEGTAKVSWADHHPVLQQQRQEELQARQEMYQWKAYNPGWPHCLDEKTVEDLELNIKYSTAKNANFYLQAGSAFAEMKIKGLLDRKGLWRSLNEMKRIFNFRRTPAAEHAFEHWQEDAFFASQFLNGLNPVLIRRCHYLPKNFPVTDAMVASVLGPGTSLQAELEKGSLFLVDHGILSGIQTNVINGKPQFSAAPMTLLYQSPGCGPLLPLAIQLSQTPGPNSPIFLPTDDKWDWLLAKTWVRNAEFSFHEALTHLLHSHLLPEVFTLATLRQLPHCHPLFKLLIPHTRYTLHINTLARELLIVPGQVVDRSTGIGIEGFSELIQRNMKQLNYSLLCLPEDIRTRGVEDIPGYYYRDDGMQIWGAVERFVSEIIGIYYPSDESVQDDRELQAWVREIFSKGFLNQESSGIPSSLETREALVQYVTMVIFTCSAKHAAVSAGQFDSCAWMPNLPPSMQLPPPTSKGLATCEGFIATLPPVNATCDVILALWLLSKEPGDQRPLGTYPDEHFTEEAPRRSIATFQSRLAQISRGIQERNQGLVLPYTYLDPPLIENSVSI
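Purified human 15hLO-2 (50 nM) preincubated 15 min with compound, then 45 uM arachidonic acid for 90 min at RT in 25 mM Hepes pH 7.5, 0.01% Triton X-100. Hydroperoxide detected by Fe-xylenol orange; 573/405 nm absorbance ratio.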
IMPase cell inh: membrane-permeable compound that blocks inositol monophosphatase; CHO-M1 cells, IP1 accumulation, HTRF TR-FRET ratio; inhibition (IP1 accumulation), % at 46.1 µM; 120,000 tested, under 10 active; active means well fitted curve in the direction sought with a large enough effect in the signal ratio, not every such curve was filed as active; inconclusive means small, poorly fitted or top-dose-only effect, or a change in a side signal; inactive means no such curve, though single readings can be large or run the other way; the % refers to the signal ratio;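 further: cells stimulated with carbachol in lithium chloride buffer; plate controls were DMSO basal wells for no effect and reference inhibitor wells for full effect; higher means more IMPase inhibition seen as more IP1 and lower FRET ratio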
Target sequence (P97697 whole entry, looked up): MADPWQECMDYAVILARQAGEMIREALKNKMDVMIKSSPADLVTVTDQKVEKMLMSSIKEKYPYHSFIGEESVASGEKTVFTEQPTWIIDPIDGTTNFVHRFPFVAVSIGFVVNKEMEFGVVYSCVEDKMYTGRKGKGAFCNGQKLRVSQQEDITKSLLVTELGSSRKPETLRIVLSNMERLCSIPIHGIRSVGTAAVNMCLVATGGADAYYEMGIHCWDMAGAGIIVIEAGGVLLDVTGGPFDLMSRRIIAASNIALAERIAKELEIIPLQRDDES
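Elevated IP1 in lysates lowers TR-FRET signal (665/620 ratio and 620 channel reported). Cells were CHO-M1, given carbachol (50 uM as added) plus 50mM LiCl, pH 7.4, 30 min, 37C; compounds titrated up to 46 uM; AC50 by Hill equation.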
PNC assembly inh: perinucleolar compartment assembly inhibition; PC3M PTB-GFP, PNC prevalence imaging, 16 h; stronger effect = lower value; activity change (PNC), negative = inhibition, % at 10 µM; actives 3.1% (n = 140,000);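 active means readout at or below -70, meaning at least 70% loss of cells showing the perinucleolar compartment, a nuclear body marking cancer cells; inconclusive means readout between -30 and a set limit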;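 further: plate controls were DMSO wells for no effect and camptothecin positive control wells for full effect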
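Compounds are pinned in duplicate onto adhered PC3M cells stably expressing GFP-tagged PTB and incubated 16 h at 37 C. Cells are then fixed, nuclei stained with Hoechst, and PNC-positive cells counted.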
ALOX12 inhib: 12-hLO (ALOX12) enzyme inhibition. AID 1452. Potency, µM (titrated, usually from 57.1 µM), inactives show top-dose activity change, negative = inhibition, hits mostly inhibitors. P18054. purified 12-hLO, xylenol orange hydroperoxide absorbance. actives 0.12% (n = 150,000); further: potency means the concentration at half of the fitted maximal effect; nearly all actives have a fitted effect of over 55% in size; many of its hits are not listed in these tables
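Purified human 12hLO (150 nM), preincubated 15 min with compound, then 40 uM arachidonic acid for 30 min, room temperature, Hepes pH 7.0 with 0.01% Triton X-100. Hydroperoxide detected by ferrous iron/xylenol orange; 573/405 nm absorbance ratio gives reaction progress.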
Starred values were filed as active, the others as inactive; ? = inconclusive; nt = not tested or not shown; [ ] = dose if it differs, or a comment. Unless noted, the call rests on the fitted dose curve; in most records, active means well fitted curve in the direction sought with a large enough effect; inconclusive means small, poorly fitted or top-dose-only effect, or another doubt; inactive means no such curve, though single readings can be large; an effect the other way counts as inactive or inconclusive. Unless noted, on the % scale 0 is the no-effect control and ±100 the full control effect. Some of the compounds tested. The share of hits here may be higher or lower than overall.

Every second line gives: IMPase cell inh | ALOX12 inhib | PNC assembly inh | 15-hLO-2 inh
CC(=O)Nc1ccc(C(=O)OCCC(C)C)cc1
    -8.7 | 0.2% | ? | 10.8%
Oc1ccccc1-c1cc(-c2ccccc2)no1
    8.5 | 3.3% | ? | -3.3%
CC(C)Cc1nc(N2CCCCC2)c(C#N)c2c1CCC2
    0.3 | -0.6% | ? | 10.5%
CC(NC(=O)c1ccco1)c1cccc2ccccc12 (stereo not given)
    8.7 | -3.0% | 6.1 | nt
Cc1ccsc1C(=O)NNC(=O)C1CC=CCC1C(=O)O (stereo not given)
    nt | -1.0% | ? | nt
CCOC(=O)c1cc(-c2ccccc2)n(CC(=O)Nc2cc(OC)cc(OC)c2)c1C
    nt | -0.5% | -7.5 | nt
CN(C)CCCN(C(=O)CCc1ccccc1)c1nc2ccc(Cl)cc2s1
    18.9 | 3.9% | 39.4 | nt
CCN(C(=O)CSc1ncccc1C(=O)OC(C)C)c1cccc(C)c1
    12.0 | -2.7% | 0.3 | -2.9%
Nc1c(Cl)cc2c(c1Oc1ccccc1)C(=O)c1ccccc1C2=O
    7.4 | -4.6% | -19.7 | -4.5%
NC(=O)C1CCN(CC(=O)Nc2ccccn2)CC1
    -6.0 | -4.6% | ? | 1.0%
O=C1C2C3CCCC3=C3CCCC3C2C(=O)N1c1ccc(F)cc1 (stereo not given)
    13.5 | -3.6% | 15.9 | 4.7%
CCOC(=O)c1c(C)nc2c3ccccc3ccn12
    2.7 | -2.6% | 50.5 | -1.5%
COc1ccc(C(=O)/C=C/c2ccccc2)cc1
    nt | -2.7% | nt | 7.8%
COc1ccc(C(CNC(=O)c2cccc(N(C)C)c2)N2CCCC2)cc1 (stereo not given)
    11.8 | -1.3% | -21.0 | 17.6%
C=CCN1C2CCCC1CC(NC(=O)Nc1cccc(C(C)=O)c1)C2 (stereo not given)
    ? | -1.2% | -1.5 | 13.7%
O=C(/C=C/c1cccc(Cl)c1)NCc1ccncc1
    0.5 | -3.6% | 15.9 | nt
O=C(O)C12CC3CC(C1)CC(n1ncc(N4CCN(c5ccccc5)CC4)c(Cl)c1=O)(C3)C2
    nt | 0.8% | -8.8 | nt
COc1ccc(C2=CC(=O)OC3(CCCCC3)O2)cc1
    5.1 | -7.6% | -4.3 | -1.8%
CC1CCCCC12NC(=O)N(CC(=O)NC1CCCc3ccccc31)C2=O (stereo not given)
    -0.2 | 1.4% | -4.8 | nt
Cc1cc(C)nc(SCCC(=O)Nc2cccc3ccccc23)n1
    6.9 | 3.1% | 43.7 | 0.7%
Cc1cc(C)c(NC(=O)NC2CCCCC2)c(C)c1
    nt | 3.3% | -113.4* | nt
O=C(NCCN1CCN(C(=O)c2cccs2)CC1)C(=O)Nc1ccc(Br)cc1
    10.4 | 5.2% | -14.2 | 13.6%
Cc1nc2ccccn2c1C(=O)N=Nc1c(O)[nH]c2ccccc12
    nt | -0.5% | 9.0 | nt
COc1ccc2cc(S(=O)(=O)NCCCN3CCOCC3)ccc2c1
    -2.7 | -1.9% | 4.1 | 9.3%
CCCCc1sc(-c2c(C#N)c(N)nc3c2CCCCC3)cc1[N+](=O)[O-]
    1.7 | -10.7% | ? | 6.4%
O=C(NC(NCc1ccccn1)(C(F)(F)F)C(F)(F)F)c1ccco1
    -8.4 | 2.2% | 33.1 | 15.6%
COc1ccc(NC(=O)C2CCCCN2N)cc1OCC(C)C (stereo not given)
    -1.2 | -13.2% | 24.0 | 20.5%
O=C(O)c1cccc(CN2CCCCC2)c1
    nt | 2.6%[11.4 µM] | nt | -1.6%[11.4 µM]
CCCc1c(O)nc(SCC(=O)NCCc2ccc(OC)c(OC)c2)[nH]c1=O
    6.0 | -3.3% | ? | 0.5%
O=C(O)CCC(=O)N1CCN(c2nc(-c3ccccc3Cl)c3cc(Br)ccc3n2)CC1
    ? | -5.2% | 7.3 | -18.0%
CCOC(=O)C1=C(CSc2nncn2C)NC(=O)NC1c1cc(OCC)ccc1OCC (stereo not given)
    5.0 | 4.3% | -18.9 | -5.2%
CNC(=S)NNC(=O)c1sccc1C
    -7.9 | -2.7% | ? | nt
COc1cccc(NC(=O)CSc2ncnc3c2cnn3Cc2ccccc2)c1
    7.0 | -1.2% | -12.9 | 6.5%
COc1ccccc1NS(=O)(=O)c1ccc(Cl)c(NC(=O)CN2C(=O)c3ccccc3C2=O)c1
    nt | 1.1% | -13.6 | nt
Cc1c(CCO)c(=O)[nH]n1C(=O)c1c(F)cccc1F
    0.8 | 2.2% | -27.8 | -3.5%
COc1cc(CCC(=O)OCC(=O)Nc2c(C)cc(C)cc2C)cc(OC)c1OC
    nt | -4.5% | 9.9 | nt
COc1ccc(C2C(C(=O)OCC(=O)N3CCCCC3)CCC(=O)N2c2ccc(OC)cc2)cc1 (stereo not given)
    -2.9 | -2.3% | -4.9 | 13.3%
CCN(CC)S(=O)(=O)c1ccc(Nc2nc3ccccc3n3nnnc23)cc1
    -19.4 | -11.9% | -18.8 | -15.0%
Cc1c(N=C2NC(=O)/C(=C/c3ccc(O)cc3)S2)c(=O)n(-c2ccccc2)n1C
    nt | -0.7% | ? | nt
Clc1ccc(SCc2cn3cccnc3n2)cc1
    1.6 | -4.6% | ? | 8.7%
O=C(O)C1Cc2ccccc2CN1S(=O)(=O)c1ccc2ccccc2c1 (stereo not given)
    -5.6 | -6.3% | 20.7 | -20.6%
O=S(=O)(NCC1CCCO1)c1ccc(S(=O)(=O)N2CCc3ccccc3C2)cc1 (stereo not given)
    0.7[1.84 µM] | 0.3% | -106.9* | 4.9%[11.4 µM]
CC(=O)Nc1ccc2nc(-c3ccncc3)[nH]c2c1
    -9.1 | -7.5% | -16.9 | -2.9%
O=S(=O)(Nc1ccc(S(=O)(=O)N2CCOCC2)cc1)c1ccccc1
    -4.2 | -3.2% | -10.0 | -7.9%
CCN(CC)c1ccc(NC(=O)CN2CCN(S(=O)(=O)c3cc(Cl)ccc3OC)CC2)cc1
    -5.7 | -2.8% | -25.9 | 18.7%
COc1ccc(N2CCN(S(=O)(=O)Cc3ccccc3)CC2)cc1
    -11.8 | 0.2% | 0.9 | -4.0%
CCOC(=O)c1sc(-c2ccccc2)cc1NC(=O)Nc1ccccc1
    2.5 | -2.4% | -3.3 | nt
Cc1ccc(S(=O)(=O)Nc2nsc(N)n2)cc1
    3.0 | -6.0% | 13.7 | 3.4%
O=C(CN(Cc1ccccc1)S(=O)(=O)c1cccc(C(F)(F)F)c1)NC1CCCCC1
    11.1 | 2.1% | -26.2 | nt
Oc1ccc(Br)cc1C=Nc1ccc2c3c(cccc13)CC2
    nt | -7.0% | -98.5* | nt
CCn1c(CNc2ccc(Cl)cc2)nnc1SCc1ccccc1
    1.3 | -20.7% | 2.9 | -3.4%
COc1ccccc1OCCC(=O)Nc1cccc(S(=O)(=O)N2CCCCC2)c1
    nt | 1.1% | 2.5 | nt
CCOCCOCN(C#N)c1nc(OC)nc(N(C)C)n1
    3.3 | 2.1% | ? | -1.4%
Cc1ccc(N(C(=O)C2CCCC2)C2C=CS(=O)(=O)C2)cc1 (stereo not given)
    -1.2 | -1.4% | ? | 3.6%
COc1ccccc1NC(=O)CN1C(=O)C(C)SC(C)C1=O (stereo not given)
    -8.0 | -0.2% | -99.0* | nt
Cc1ccc(CN2C(=O)CSc3ccc(C(=O)NCCN4CCOCC4)cc32)cc1
    2.8 | -1.9% | 38.0 | -0.7%
Cc1occc1C(=O)N1CCN(c2ccccc2)CC1
    nt | -0.5% | 56.4 | nt
O=C1C=C(NCCc2cc(Br)c(O)c(Br)c2)C(=O)c2ncccc21
    nt | -0.3%[11.4 µM] | nt | -8.1%[11.4 µM]
COc1cc2c(cc1NC(=O)CN(C)Cc1nc3ccccc3c(=O)[nH]1)oc1ccccc12
    5.2 | -1.6% | 5.9 | 31.1%[activator]
CCCCOc1ccc(S(=O)(=O)NCc2csc(C)n2)cc1
    7.1 | -0.4% | -11.6 | 4.5%

2 entries drawn at random from those above, as already listed:
Every second line gives: IMPase cell inh | ALOX12 inhib | PNC assembly inh | 15-hLO-2 inh
COc1ccccc1OCCC(=O)Nc1cccc(S(=O)(=O)N2CCCCC2)c1
    nt | 1.1% | 2.5 | nt
CCn1c(CNc2ccc(Cl)cc2)nnc1SCc1ccccc1
    1.3 | -20.7% | 2.9 | -3.4%

Next part.
Every second line gives: IMPase cell inh | ALOX12 inhib | PNC assembly inh | 15-hLO-2 inh
O=C(Nc1ccncc1)c1cccc(F)c1
    -0.1 | 3.6% | 43.1 | 0.6%
CCOC(=O)N1CCc2c(sc3nc4n(c(=O)c23)N=C(C)CS4)C1
    4.3 | -5.7% | 1.2 | 0.6%
CCOC(=O)C1=C(C)OC(N)=C(C#N)C1c1c(C)nn(-c2ccccc2)c1Cl (stereo not given)
    -4.1 | -5.8% | ? | -4.8%
CC(C)CNC(=O)CC(NCC(C)C)C(=O)O (stereo not given)
    nt | -0.7% | -0.4 | nt
O=C(NCC1CCCO1)c1sc2ccccc2c1Cl (stereo not given)
    -5.5 | -2.4% | 34.3 | nt
CCc1nc2ccccc2c(C(=O)OC2CCOC2=O)c1C (stereo not given)
    3.8 | -2.7% | -5.2 | 5.6%
Nc1c(C(=O)c2ccc(Cl)cc2)sc2c1c(=O)[nH]c(=O)n2-c1ccccc1
    -3.3 | 3.2% | 0.9 | nt
CCc1ccccc1OCC(=O)NC1CCCC1
    2.8 | -2.5% | 31.6 | -4.6%
O=C(CSc1ccc2c(c1)OCCO2)NCC1CCCO1 (stereo not given)
    8.2 | 0.0% | 26.8 | 2.7%
Cc1occc1C(=O)NNC(=S)Nc1ccccc1
    4.6 | 0.8% | ? | -1.2%
Cc1cc(C)n(-c2nc(NCCC(C)C)c3c4c(sc3n2)COC(C)(C)C4)n1
    3.4 | 38.2%[activator] | 22.3 | 22.2%
CN(C)S(=O)(=O)c1cccc(NC(=O)CCSc2ccc(Cl)cc2)c1
    nt | -3.5% | 30.2 | nt
CS(=O)(=O)NC1CCN(Cc2ccccc2)CC1
    5.3 | -4.7% | 36.9 | 4.8%
O=C1C(Cl)=C(N2CCOCC2)C(=O)N1c1ccccc1
    3.0 | -2.0% | -25.7 | 3.1%
Cc1ccc(C(=O)Nc2ccc(O)c(C(=O)O)c2)o1
    -3.6 | -11.6% | ? | 7.1%
CCNC(=S)NNC(=O)c1cc(C)on1
    13.6 | -0.4% | 35.8 | -8.5%
CC(=O)c1cccc(NC(=O)COC(=O)COc2c(Cl)cc(Cl)c3ccc(C)nc23)c1
    -5.8 | 2.1% | -14.0 | nt
Cc1ccc(-c2nc(C3CCN(S(C)(=O)=O)CC3)no2)cc1
    9.9 | -1.7% | ? | -7.3%
O=c1c2cc3c(cc2[nH]c(=S)n1CCN1CCOCC1)OCO3
    2.4 | 3.3% | 43.4 | -8.1%
CC(=O)C1=C(c2ccccc2)NC(=S)NC1c1cc(Cl)c(OC(C)C)c(Cl)c1 (stereo not given)
    0.9 | ? | 3.3 | nt
Cc1ccc(OCC(=O)N/N=C\c2cn(C)c3ccccc23)c([N+](=O)[O-])c1
    6.5 | -11.8% | -9.3 | -13.7%
CCOC(=O)C1CCN(C(=O)Cn2cc(C(=O)c3ccco3)c3ccccc32)CC1
    -0.5 | -3.1% | 27.2 | 1.6%
COc1cccc2sc(Nc3nnc(-c4ccc(F)cc4)o3)nc12
    -17.9 | -4.3% | ? | 2.2%
CCn1c(=O)n(Cc2ccco2)c(=N)c2c3c(sc21)COC(C)(C)C3
    0.4 | 2.2% | 126.2 | 13.1%
COc1ccc(/C=C/C(=O)OCC(=O)Nc2cccc(Oc3ccccc3)c2)c(OC)c1
    nt | -1.7% | 25.2 | nt
CCCc1[nH]nc2c1C(c1ccc(OC)c(Cn3nc(C)c(Br)c3C)c1)C(C#N)=C(N)O2 (stereo not given)
    8.2 | -20.4% | 29.6 | 21.4%
CCOc1ccc2nc(NC(=O)C3CCN(S(=O)(=O)c4cnc[nH]4)CC3)sc2c1
    3.5 | -4.4% | 20.1 | -0.3%
